FEN1 inh: qHTS Assay for the Inhibitors of Human Flap endonuclease 1 (FEN1); Potency, µM (series often up to 114 µM), inactives show at the highest dose activity change, negative = inhibition, usual class: inhibitors; actives 0.35% (n = 390,000); Recombinant FEN1 flap cleavage, fluorescence, 15 min; AID 588795, 2011; note: nearly all actives have a fitted effect of over 65% in size
Target sequence (P39748 whole entry, looked up): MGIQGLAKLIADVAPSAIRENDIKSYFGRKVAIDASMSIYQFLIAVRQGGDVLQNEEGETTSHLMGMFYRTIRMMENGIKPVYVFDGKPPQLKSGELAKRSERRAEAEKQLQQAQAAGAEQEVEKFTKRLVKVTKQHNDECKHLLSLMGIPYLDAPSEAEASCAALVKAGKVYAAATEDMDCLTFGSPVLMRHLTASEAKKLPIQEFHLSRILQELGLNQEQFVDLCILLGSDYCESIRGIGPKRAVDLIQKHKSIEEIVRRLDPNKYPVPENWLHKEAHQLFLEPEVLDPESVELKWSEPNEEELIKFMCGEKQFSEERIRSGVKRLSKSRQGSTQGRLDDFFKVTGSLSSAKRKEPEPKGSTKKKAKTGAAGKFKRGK
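Reaction started by adding substrate (50 nM final) to 10 nM enzyme after 15 min room-temperature compound preincubation. Reads at 0 and 15 min, with data normalized and fitted to a four-parameter Hill equation.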
N370S GC mod: qHTS Assay for Inhibitors and Activators of N370S glucocerebrosidase as a Potential Chaperone Treatment of Gaucher Disease; N370S GC spleen homogenate, 4MU-glucoside fluorescence; Potency, µM (highest dose often 59.4 µM), for inactives: at the highest dose activity change, negative = inhibition, usual class: inhibitors; actives 0.092% (n = 330,000); AID 2101, 2009;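 note: 0% = full enzyme activity and -100% = no enzyme basal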
TDP1 inh: qHTS Assay for Inhibitors of Tyrosyl-DNA Phosphodiesterase (TDP1); Tyrosyl-DNA phosphodiesterase 1 (Homo sapiens), Q9NUW8; recombinant TDP1, AlphaScreen DNA substrate cleavage; Potency, µM (doses to about 130 µM), for the others: top-dose activity change, negative = inhibition, most hits filed as inhibitors; actives 0.28% (n = 350,000); AID 485290, 2010; note: nearly all actives have a fitted effect of over 40% in size
Target sequence (Q9NUW8 whole entry, looked up): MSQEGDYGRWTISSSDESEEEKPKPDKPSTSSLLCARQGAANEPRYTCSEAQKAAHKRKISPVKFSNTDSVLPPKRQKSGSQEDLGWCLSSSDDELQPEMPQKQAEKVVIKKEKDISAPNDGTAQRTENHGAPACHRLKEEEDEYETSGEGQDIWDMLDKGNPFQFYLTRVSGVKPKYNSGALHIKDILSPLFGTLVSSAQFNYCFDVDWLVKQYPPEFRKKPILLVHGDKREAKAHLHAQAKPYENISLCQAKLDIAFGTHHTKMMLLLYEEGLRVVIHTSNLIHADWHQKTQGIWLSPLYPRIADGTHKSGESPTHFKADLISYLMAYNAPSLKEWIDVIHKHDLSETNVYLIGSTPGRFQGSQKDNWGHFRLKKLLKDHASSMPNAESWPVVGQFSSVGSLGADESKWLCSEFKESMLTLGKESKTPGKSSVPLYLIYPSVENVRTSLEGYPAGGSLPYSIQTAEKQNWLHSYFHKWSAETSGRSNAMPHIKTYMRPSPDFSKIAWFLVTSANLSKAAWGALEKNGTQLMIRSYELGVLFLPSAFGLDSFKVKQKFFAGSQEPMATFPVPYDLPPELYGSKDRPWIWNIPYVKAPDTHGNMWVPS
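Signal: AlphaScreen proximity between streptavidin donor and anti-FITC acceptor beads on intact substrate. Reaction: Tdp1 1 nM, substrate 15 nM final, 5 min RT after 15 min compound preincubation.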
Active calls of the source: *; ? = inconclusive; nt = not tested or not shown; & = joins results of further samples; [ ] = dose if it differs, or a comment. Calls come from the whole dose curve; as a rule, active = well fitted curve in the direction sought with a large enough effect; inconclusive = small, poorly fitted or top-dose-only effect, or another doubt; inactive = no such curve, though single readings can be large; an effect the other way counts as inactive or inconclusive. Unless noted, % is set by controls: 0 for no effect and ±100 for the full control effect; potency is the fitted concentration of half-maximal effect. Compounds were not picked by outcome; about 0.53% have a hit in one of these screens.

Results follow in this order: FEN1 inh	N370S GC mod	TDP1 inh
CC1(c2ccccc2)NC(=O)N(CC(=O)Nc2ccccc2N2CCCCC2)C1=O (stereo not given)
 : -3%	-3%	1%
CN1C(N)=NC(=O)/C1=C/c1ccc(OC(F)(F)F)cc1
 : -9%	-9%	2%
CSc1ccccc1NC(=O)CN(C)C(C)C(=O)Nc1ccc(C#N)cc1 (stereo not given)
 : -4%	2%	0%
Cc1cc(C(=O)NC(Cc2c[nH]c3ccccc23)C(=O)O)c(C)o1 (stereo not given)
 : 4%	0%	nt
CCN(C(=O)COC(=O)c1ccc(Br)o1)C1CCCCC1
 : -4%	1%	-3%
COc1cc(NC(=O)CCc2ccccc2)c(C(=O)O)cc1OC
 : 0%	-4%	4%
CCc1ccccc1-n1c(-c2ccncc2)n[nH]c1=S
 : -8%	-16%	0%
CCCCCCN(C(=O)CCCCCN1C(=O)NC(c2ccc(-c3ccccc3)cc2)C(C(=O)OCc2ccccc2)=C1C)C(C(=O)NCCCC)c1ccc(OCC(=O)O)c(C(=O)O)c1 (stereo not given)
 : nt	0%	12%
O=C(CSc1ncnc2c1oc1ccccc12)NCc1ccc(F)cc1
 : 11%	2%	-4%
Cc1ccc(-c2nn(-c3cc(Cl)ccc3[N+](=O)[O-])c(=O)c3ccccc23)cc1C
 : -10%	-6%	10%
COC(=O)/C=C1\SC(=NC(=O)c2ccc(OC)cc2)NC1=O
 : 15%	13%	17%
O=C(CCCCCn1c(=O)[nH]c2ccccc2c1=O)NCc1ccc(Cl)cc1
 : 2%	nt	-2%
COc1ccc(CNC(=O)Cn2c(SCC(=O)N(C)c3ccccc3)nc3ccccc32)cc1
 : -6%	nt	6%
CCOc1cccc2cc(C(=O)NCc3ccc(OC)cc3)c(=N)oc12
 : -5%	8%	1%
COc1ccccc1N(Cc1ccccc1)S(=O)(=O)c1cccc(C(=O)NC2CC(C)(C)NC(C)(C)C2)c1
 : 0%	-3%	nt
CC(C)(C)NC(=O)c1ccc(NC(=O)CSc2ccccc2)cc1
 : 11%	18%	3%
O=c1[nH]nc(SCCS(=O)(=O)c2ccc(F)cc2)n1-c1ccc2c(c1)OCCO2
 : -10%	-7%	4%
Cc1ccc(CNC(=O)C(=O)NCCC2CCCCN2S(=O)(=O)c2ccc(C)cc2)cc1 (stereo not given)
 : 0%	1%	-1%
CCC1CCCCN1CCCNC(=O)c1ccc2c(=O)n(Cc3ccc(OC)cc3)c(=O)[nH]c2c1 (stereo not given)
 : -3%	8%	0%
COCC(=O)Nc1ccc(OC)c(Cl)c1
 : -12%	5%	nt
CCCCN(CC)CCNC(=O)C1CCCN(S(=O)(=O)c2cccc3nsnc23)C1 (stereo not given)
 : 1%&-4%	-7%	6%&-2%
Cc1cccc(-c2nc(-c3ccc4c(c3)[nH]c(=O)n4C)no2)c1
 : 6%	nt	0%
O=C(O)c1ccc(C(=O)O)c(C(=O)c2ccccc2)c1
 : 0%	nt	-1%
CC1CCCCN1CC(=O)Nc1ccc(N2CCCCCC2)cc1 (stereo not given)
 : 5%	11%	-4%
CCC(=O)Nc1cc(-c2nn(C)c(=O)c3ccccc23)ccc1N1CCCCC1
 : -2%	-12%	-2%
Cc1ccc(SCc2nc(-c3ccc(C(=O)NCc4ccccc4Cl)cc3)oc2C)cc1
 : 10%	nt	6%
O=C(NC1CCCC1)C1CC(=O)N(c2ccc(F)c(Cl)c2)C1 (stereo not given)
 : 19%	-2%	0%
Cc1cccc(C)c1NC(=O)Nc1ccc(S(N)(=O)=O)cc1
 : -7%	-4%	-1%
N#Cc1c(/N=C/c2ccc(-c3ccc(C(=O)O)c(Cl)c3)o2)sc2c1CCCC2
 : -10%	nt	7%
CCOc1ccccc1NC(=O)Cn1c(=O)n(-c2ccccc2)c(=O)c2oc3ccccc3c21
 : -9%	-18%	0%

Just TDP1 inh and N370S GC mod, for 5 of the compounds above:
| SMILES | TDP1 inh | N370S GC mod |
| --- | --- | --- |
| CCCCN(CC)CCNC(=O)C1CCCN(S(=O)(=O)c2cccc3nsnc23)C1 (stereo not given) | 6%&-2% | -7% |
| Cc1cccc(-c2nc(-c3ccc4c(c3)[nH]c(=O)n4C)no2)c1 | 0% | nt |
| O=C(O)c1ccc(C(=O)O)c(C(=O)c2ccccc2)c1 | -1% | nt |
| CC1CCCCN1CC(=O)Nc1ccc(N2CCCCCC2)cc1 (stereo not given) | -4% | 11% |
| CCC(=O)Nc1cc(-c2nn(C)c(=O)c3ccccc23)ccc1N1CCCCC1 | -2% | -12% |

An excerpt from above in order of SMILES length, smallest number first:
Results follow in this order: FEN1 inh	N370S GC mod	TDP1 inh
COC(=O)/C=C1\SC(=NC(=O)c2ccc(OC)cc2)NC1=O
 : 15%	13%	17%
Cc1cc(C(=O)NC(Cc2c[nH]c3ccccc23)C(=O)O)c(C)o1 (stereo not given)
 : 4%	0%	nt
Cc1ccc(SCc2nc(-c3ccc(C(=O)NCc4ccccc4Cl)cc3)oc2C)cc1
 : 10%	nt	6%
Cc1ccc(CNC(=O)C(=O)NCCC2CCCCN2S(=O)(=O)c2ccc(C)cc2)cc1 (stereo not given)
 : 0%	1%	-1%
Cc1ccc(-c2nn(-c3cc(Cl)ccc3[N+](=O)[O-])c(=O)c3ccccc23)cc1C
 : -10%	-6%	10%
COc1ccccc1N(Cc1ccccc1)S(=O)(=O)c1cccc(C(=O)NC2CC(C)(C)NC(C)(C)C2)c1
 : 0%	-3%	nt

(more compounds)
Results follow in this order: FEN1 inh	N370S GC mod	TDP1 inh
CCCNC(=O)CSc1nccn1Cc1ccco1
 : 7%	-14%	3%
O=C(Cc1ccccc1)Nn1c(-c2ccccc2)nc2ccccc2c1=O
 : -5%	25%	-3%
Cc1ccc(CNC(=O)CS(=O)(=O)Cc2nc(-c3ccccc3F)oc2C)cc1
 : 14%	1%	nt
CCCOC(=O)Nc1nnc(CCC)s1
 : 2%	-8%	3%
CCOC(=O)Cc1csc(NC(=O)CSc2nnnn2-c2ccc(C)cc2C)n1
 : -1%	-1%	-2%
COc1ccc(NC(=O)c2ccccc2NC(=O)c2ccccc2)cc1
 : 9%	-8%	nt
Clc1ccc(-n2nnnc2CN2CCCCC2)cc1Cl
 : -1%	1%	-3%
COc1ccc(N(CC(=O)NCCc2ccc(Cl)cc2)S(=O)(=O)c2c(C)nn(C)c2C)cc1
 : 9%	nt	0%
COc1ccccc1CN1CCNC(=O)C1CC(=O)NCc1csc(C)n1 (stereo not given)
 : -3%	-6%	nt
O=C(CCN1C(=O)c2cccc3cccc(c23)C1=O)NCc1cccnc1
 : 7%	-3%	3%
CCCCCCCCCCCCCCCC(=O)C(F)(F)F
 : nt	-5%	8%[56.1 µM]
Nc1nc(Nc2cccc(Cl)c2)n[nH]1
 : 2%	8%	4%
CC1CCC2(CC1)NC(=O)N(CC(=O)N1CCN(S(=O)(=O)c3ccccc3)CC1)C2=O (stereo not given)
 : 3%	-7%	0%
Cc1ccccc1C(=O)N1CCN(c2ccc(NC(=O)c3cccnc3Cl)cc2)CC1
 : -1%	5%	4%
O=C(CN1CCN(c2ccccc2O)CC1)Nc1ccc2c(c1)OCCCO2
 : 17%	nt	4%
COc1ccccc1CCNC(=O)c1ccc2c(c1)c(C)c(C)n2C
 : -6%	nt	8%
CCCCOc1ccc(Cn2c(=O)oc3ccc(C)cc32)cc1OC
 : -2%	nt	-3%
CCc1ccc2c(c1)c(N=NC1=NC(=O)CS1)c(O)n2CC
 : -3%	nt	8%
C=CCOc1ccc(C(=O)/C=C2/C(=O)Nc3ccccc32)cc1
 : 17%	-1%	nt
CC(=O)N(C)c1ccc(NC(=O)COc2ccc(Br)cc2C)cc1
 : 5%	-3%	3%
CCC(CO)Oc1cc(NC(=O)c2ccccc2[N+](=O)[O-])c2ncn(C(C)C)c2c1 (stereo not given)
 : -25%	nt	1%
CCc1noc(C)c1C(=O)Nc1ccc(S(=O)(=O)N2CCC(C)CC2)cc1
 : 7%	1%	-4%[0.505 µM]
CCOc1ccc(-n2c(SCC(=O)Nc3cc(C)on3)nnc2-c2c[nH]c3ccccc23)cc1
 : -10%	-1%	6%
O=C(COC(=O)/C=C/c1cccc(F)c1)Nc1ccccc1-c1ccccc1
 : -7%	5%	3%
CCOC(=O)C1=C(C)NC(=O)NC1c1ccc(-c2ccc(F)cc2)o1 (stereo not given)
 : -1%	-4%	8%
C=CCn1c(SCC(=O)NCCC2=CCCCC2)nc2ccc(Cl)cc2c1=O
 : 18%	3%	2%
CC(=O)N1CC=CC1(C)C(=O)NCC1CC1 (stereo not given)
 : nt	-11%	-4%
COc1ccc(/C(C)=N/NC(=O)Cc2c(C)nc(C)[nH]c2=O)cc1
 : 8%	28%	-3%
Cc1c(C(=O)Nc2cc(F)cc(F)c2)cnn1-c1ccccc1
 : -11%	-7%	nt
COC(=O)c1c(NC(=O)CSc2nnc(-c3ccco3)n2Cc2ccccc2)sc(C)c1C
 : -7%	?	7%

Complete entries, looked up by structure. Values in the order: FEN1 inh	N370S GC mod	TDP1 inh
CCOC(=O)Cc1csc(NC(=O)CSc2nnnn2-c2ccc(C)cc2C)n1 is listed as -1%	-1%	-2%
CC1CCC2(CC1)NC(=O)N(CC(=O)N1CCN(S(=O)(=O)c3ccccc3)CC1)C2=O (stereo not given) is listed as 3%	-7%	0%

Continued:
| smiles | FEN1 inh | N370S GC mod | TDP1 inh |
| --- | --- | --- | --- |
| C=CC[C@@H](CC(=O)N[C@H](CO)Cc1ccccc1)C(=O)N[C@@H](COC(=O)[C@@H](CC=C)CC(=O)OC(C)(C)C)Cc1c[nH]c2ccccc12 | -4% | nt | 1% |
| CC1CCCN(S(=O)(=O)c2cc3c(cc2Cl)NC(=O)CO3)C1 (stereo not given) | -1% | nt | 0% |
| O=C(/C=C/c1ccco1)NC(=S)Nc1ccccc1N1CCCC1 | ? | 0% | 2% |
| NC(Cc1ccc(O)c([N+](=O)[O-])c1)C(=O)O (stereo not given) | 0% | 7% | -5% |
| COCCn1c(NCc2ccc(C)cc2)nc2c1c(=O)[nH]c(=O)n2C | 8% | 5% | 4% |
| CCN(C(=O)CCS(=O)(=O)c1cccc2nsnc12)c1cccc(C)c1 | 13%&1% | -4% | 10%&3% |
| O=C(c1cc(N2C(=O)C3C4CCC(C4)C3C2=O)ccc1Cl)N1CCN(c2ccc(F)cc2)CC1 (stereo not given) | -10% | 11% | 3% |
| CN(C)CCOCCOc1ccc(Cl)cc1Br | 4% | 20% | -1% |
| CCOC(=O)c1c(NC(=O)C2C3C=CC(C3)C2C(=O)O)sc2c1CCC(C)C2 (stereo not given) | 10% | 17% | 5% |
| CC1Sc2ccc(S(=O)(=O)N3CCC(C(=O)NCc4ccccc4)CC3)cc2NC1=O (stereo not given) | -3% | -7% | 0% |
| COc1ccccc1C(=O)N/C(=C\c1ccccc1)C(=O)NC(Cc1ccccc1)C(=O)O (stereo not given) | 2% | 3% | 2% |
| COc1cc(/C=C(\C#N)C(=O)c2c[nH]c3ccccc23)cc(OC)c1O | ? | -3% | 7% |
| c1ccc(CSc2ncnc3ccccc23)cc1 | 4% | ? | nt |
| COc1ccccc1N=C(C)C1=C(O)CC(c2ccccc2)CC1=O (stereo not given) | 2% | 5% | 2% |
| O=C(Nc1ccc(Cl)cc1)Nc1cccnc1 | -7% | nt | -10% |
| NCCCC[C@@H]1NC(=O)[C@H](CCC(=O)O)NC(=O)c2cc([N+](=O)[O-])cc(I)c2SC[C@@H](C(=O)NCC(N)=O)NC1=O | 1% | -5% | -7% |
| CN(C)C(CNc1ncnc2ccccc12)c1c(F)cccc1Cl (stereo not given) | 0% | -3% | 1% |
| C=CCn1c(=NC(=O)c2ccccc2[N+](=O)[O-])sc2cc(S(C)(=O)=O)ccc21 | -3% | 3% | 3% |
| O=C(Cn1nnc2ccccc21)Nc1ccc(Cl)cn1 | -6% | 0% | 1% |
| O=C(Nc1ccc2nc3n(c(=O)c2c1)CCCCC3)C(=O)N1CCN(c2ccccc2F)CC1 | 16% | -7% | 7% |
| Cc1ccnc(Nc2nc(-c3ccc(O)cc3)cs2)c1 | -13% | -4% | 7% |
| COC(=O)[C@@]12CCCCN1[C@H](c1ccc(-c3ccc(Cl)c(Cl)c3)cc1)[C@H]1C(=O)N(C)C(=O)[C@H]12 | 0% | nt | 0% |
| CCOc1ccc(NCC(=O)Nc2ccc(Cl)cc2C)cc1 | -5% | 1% | 4% |
| Cc1ccc(C)c(N2CCN(C(=O)CCc3nc(-c4cccc(Br)c4)no3)CC2)c1 | -21% | nt | -2%[56.1 µM] |
| Cc1ccccc1CSc1nc(-c2ccccc2)cc(=O)[nH]1 | -6% | -2% | 0% |
| COc1cc(Cl)c(C)cc1NC(=O)Cn1c2ncccc2c(=O)n1-c1ccccc1 | 4% | nt | 8% |
| Cc1ccc(C)c(NC(=O)C(OC(=O)c2cnc(C)cn2)c2ccccc2)c1 (stereo not given) | 7% | 0% | nt |
| O=C(NC1CCCC1)[C@@H]1CSC2c3ccccc3C(=O)N21 (stereo not given in full) | 13% | 1% | 5% |

Screening data: PubChem BioAssay, National Center for Advancing Translational Sciences (NCATS)
